Screening data: PubChem, Johns Hopkins Ion Channel Center
Kir21 block: inhibitors of mouse Kir2.1 inward-rectifier potassium channel. Inward rectifier potassium channel 2 (Mus musculus), P35561. HEK293-Kir2.1, FluxOR thallium flux fluorescence; hits give low values. B-score at 10 µM. 310,000 compounds, 0.85% hits;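 active = fluorescence ratio B-score at or below minus 3 SD of library scores, with starting-brightness B-score within 2 SD, cut at about -4.2 in these data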;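 also: channel flux triggered by added potassium and thallium sulfate stimulus; B-score of peak minus minimum fluorescence over baseline after thallium stimulus; more negative B-score means stronger Kir2.1 block with less thallium influx; some compounds called inactive have numbers as strong as hits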
KCNQ2 block: KCNQ2 potassium channel inhibitors, primary screen, cell-based, CHO-K1, FluxOR thallium flux, B-score (AID 2156); Potassium voltage-gated channel subfamily KQT member 2 (Rattus norvegicus), O88943; 20 min; hits give low values; B-score at 10 µM; 310,000 compounds, 1.1% hits;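 active = fluorescence ratio B-score at most minus 3 library SDs, with starting brightness B-score within 2 library SDs, cut at about -5.5 in these data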
Target sequence (O88943 whole entry, looked up): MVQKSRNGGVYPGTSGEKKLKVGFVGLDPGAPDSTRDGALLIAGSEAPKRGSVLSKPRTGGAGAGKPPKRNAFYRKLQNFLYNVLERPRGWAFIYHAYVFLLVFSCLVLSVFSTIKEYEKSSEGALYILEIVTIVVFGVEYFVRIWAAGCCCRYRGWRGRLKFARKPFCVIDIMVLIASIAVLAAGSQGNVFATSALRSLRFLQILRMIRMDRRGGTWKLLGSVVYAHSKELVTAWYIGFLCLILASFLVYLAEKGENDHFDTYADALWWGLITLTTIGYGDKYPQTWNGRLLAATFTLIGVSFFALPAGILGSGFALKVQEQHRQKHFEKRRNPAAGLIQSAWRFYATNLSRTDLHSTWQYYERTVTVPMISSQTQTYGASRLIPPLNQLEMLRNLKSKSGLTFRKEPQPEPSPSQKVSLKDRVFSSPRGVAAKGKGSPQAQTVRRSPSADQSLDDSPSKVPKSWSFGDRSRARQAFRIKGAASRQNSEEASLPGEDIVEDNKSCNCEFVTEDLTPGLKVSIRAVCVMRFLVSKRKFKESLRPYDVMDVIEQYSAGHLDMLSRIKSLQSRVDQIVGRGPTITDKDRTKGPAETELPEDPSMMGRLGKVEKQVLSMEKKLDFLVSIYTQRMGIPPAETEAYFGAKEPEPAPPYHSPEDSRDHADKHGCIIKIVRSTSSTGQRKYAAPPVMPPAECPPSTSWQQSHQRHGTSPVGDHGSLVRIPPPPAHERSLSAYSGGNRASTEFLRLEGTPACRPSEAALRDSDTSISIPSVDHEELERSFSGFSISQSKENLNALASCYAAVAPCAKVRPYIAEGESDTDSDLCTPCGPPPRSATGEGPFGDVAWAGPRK
* = called active by the depositor; i = inactive.

SMILES	Kir21 block	KCNQ2 block
CCOc1ccc(CCNC(=O)Cc2ccc(NC3=NC4CS(=O)(=O)CC4S3)cc2)cc1 (stereo not given)	-2.8	i
CCn1c(SCC(=O)NC2CCCCC2)nnc1-c1ccccn1	0.3	i
Cc1ccc(-c2nnn(CC(=O)N(CC(=O)NC(C)C)c3cnc4ccccc4c3)n2)o1	-0.3	i
Cc1ccc(-c2noc(-c3ccno3)n2)cc1	0	i
CCOC(=O)c1c(NC(=O)c2c(C(=O)O)cccc2[N+](=O)[O-])sc(C)c1C	-0.22	i
CCOC(=O)c1cc(=O)n2[nH]c(-c3ccc(C)cc3)cc2n1	-1.3	i
Cc1nc(-c2ccc(F)cc2)c(CC(=O)N(C)CC(=O)Nc2ccccc2Cl)s1	-2.5	i
Cn1cc(C(=O)NCc2ccc(F)cc2)c(=O)c2cc(S(=O)(=O)N3CCCCC3)ccc21	-0.11	i
CSc1nnc(C)c(/C=C/NOCc2cccc(F)c2)n1	-2.7	i
COC(=O)c1c(C(=O)OC)c(-c2ccccc2)n2c1CS(=O)C2 (stereo not given)	0.31	i
Cc1cc(Nc2ccccc2F)n2nc(C)nc2n1	0.09	i
CC12C(=O)N(c3ccccc3C(=O)O)C(=O)C1C1C=CC2C1 (stereo not given)	0	i
O=C(Nc1ccc(Cl)cc1)OCc1cn(-c2ccc(Cl)cc2)nn1	0	i
CSc1ccc(/C=C/C(=O)c2ccc(O)cc2)cc1	-0.69	i
O=C(NC1CCN(C(=O)NCc2ccccc2)CC1)c1ccco1	0.19	i
O=C(COc1c(Br)cc(Br)cc1Br)N/N=C/c1ccco1	1.8	i
Cc1ccc(-c2csc(NC(=O)c3ccccc3F)c2C(=O)O)cc1	1.2	i
Cc1cc(C(=O)CSc2nn(-c3ccccc3)c(=S)s2)c(C)n1Cc1ccco1	-1.4	i
O=C(NCc1ccccc1)C1CC(=O)N(C2CCCCCC2)C1 (stereo not given)	0.8	i
Fc1ccc(N2N=C(c3cccs3)CC2c2ccccc2)cc1 (stereo not given)	-0.32	i
CCN1N=C(c2ccccc2)CCC1=O	1.5	i
Cc1ccc(S(=O)(=O)N2CCCCC2)cc1NC(=O)COC(=O)C1CC2C=CC1C2 (stereo not given)	-0.71	i
N#C/C(=C\c1ccc(O)c([N+](=O)[O-])c1)c1nc2ccccc2s1	0.72	i
C#CCNc1nc(CC)nc2c1nnn2Cc1ccccc1F	-0.67	i
COc1cccc(CNC(=O)Cc2c(C(=O)O)[nH]c3ccccc23)c1	2.3	i

Compound profiles, from the list above. Order of values: Kir21 block, KCNQ2 block
Cc1cc(C(=O)CSc2nn(-c3ccccc3)c(=S)s2)c(C)n1Cc1ccco1 reads -1.4, i
COC(=O)c1c(C(=O)OC)c(-c2ccccc2)n2c1CS(=O)C2 (stereo not given) reads 0.31, i

Next results follow:
SMILES	Kir21 block	KCNQ2 block
CCCCCn1nc(-c2ccccc2)c2nc3ccccc3nc21	-14	i
O=C(c1ccc(N2CCCC2)c([N+](=O)[O-])c1)N1CCc2ccccc2C1	0.35	i
CCOC(=O)c1cnc(SC)nc1Oc1cccc(NC(=O)c2ccc(C)cc2)c1	1.9	i
O=C1c2ccc([N+](=O)[O-])cc2NC(c2ccco2)N1/N=C/c1ccco1 (stereo not given)	1.8	i
CCc1noc(C)c1C(=O)Nc1ccc(S(=O)(=O)N2CCCC(C)C2)cc1 (stereo not given)	0.81	i
Cc1ccc(NC(=O)C(=O)NCC2OCCc3ccccc32)cc1 (stereo not given)	-0.51	i
O=C(NCc1nnc2c(C(F)(F)F)cc(Cl)cn12)c1cccs1	-0.04	i
O=C(CCc1ccccc1)N=C1SC2CS(=O)(=O)CC2N1c1cccc(F)c1 (stereo not given)	1.1	i
Cc1ccc(C(=O)NC2CCS(=O)(=O)C2)cc1S(=O)(=O)N1CCCCCC1 (stereo not given)	-0.15	i
CCOC(CNC(=O)c1nnc(Cc2cc(OC)c(OC)c(OC)c2)o1)OCC	0.09	i
CS(=O)(=O)N(CCC(=O)O)Cc1ccccc1	-1.2	i
COc1ccccc1NC(=O)CNC(=O)c1ccc(Br)o1	0.24	i
CON(c1nc(Cl)nc(N(C)C)n1)S(=O)(=O)c1ccc(C)cc1	-2	i
COc1ccccc1NC(=O)c1csc(-n2nc(C)cc2C(F)(F)F)n1	0.09	i
Cc1cc(NC(=O)C2CC(=O)N(c3ccccc3Cl)C2)no1 (stereo not given)	0.32	i
Cc1ccc(NC(=O)CSc2nc3ccccc3c(=O)n2Cc2cccs2)cc1	-0.95	i
C=CCSc1nccc(-c2nn(-c3ccc(C)cc3)ccc2=O)n1	1.3	i
COCCn1c(SCC(=O)Nc2cc(C)on2)nnc1-c1ccccc1	0.27	i
O=C(CSc1nc2ccsc2c(=O)n1NC(=O)c1ccccc1)Nc1nccs1	0	i
CC1=C(C(=O)OCC2CCCO2)C(c2ccsc2)C2=C(CCCC2=O)N1 (stereo not given)	0.44	i
CSc1nc(N)nc(SCC(=O)c2ccccc2)c1C#N	-0.85	i
CCOC(=O)N1CCC(N2Cc3cccc(C(=O)O)c3C2=O)CC1	0.45	i
CCc1ccc(NC(=O)CC2C(=O)N(c3cccc(OC)c3)C(=O)N2CCOC)cc1 (stereo not given)	0.29	i
CC1=CCC(C(=O)O)C(C(=O)Nc2nc3ccc(S(C)(=O)=O)cc3s2)C1 (stereo not given)	-0.8	i
O=C(CSc1nnc(-c2cccnc2)o1)Oc1ccccc1	0.32	i
More records.
SMILES	Kir21 block	KCNQ2 block
CCOc1ccc(NC(=S)N(Cc2ccc(Cl)cc2)Cc2ccco2)cc1	-0.08	i
Cc1ccc(N(C)C(=O)n2cnc3ccccc32)cc1	0.68	i
CSCCC(NS(=O)(=O)c1ccc(Cl)cc1)C(=O)OCC(=O)NC12CC3CC(CC(C3)C1)C2 (stereo not given)	0.7	i
O=C(O)/C=C/c1cn(Cc2ccccc2)nc1-c1ccccc1	1.4	i
O=C1C2C3C=CC(CC3)C2C(=O)N1c1ccc(Br)cc1[N+](=O)[O-] (stereo not given)	0.72	i
CCc1nnc(NC(=O)CCC(=O)NC2CCCC2)s1	2.2	i
COc1cc(N)c(Cl)cc1C(=O)OCC(=O)c1cccs1	0.09	i
Cc1ccc(S(=O)(=O)Cn2nnnc2C(c2ccccc2)N2CCN(c3ccccc3)CC2)cc1 (stereo not given)	-0.06	i
CC1Sc2ccc(C(=O)N3CCCC(C(F)(F)F)C3)cc2NC1=O (stereo not given)	0.63	i
O=C(c1cc2cc(F)ccc2[nH]1)N1CCN(Cc2ccc3c(c2)OCO3)CC1	-0.09	i
CCC(C)(C)NC(=O)C(c1sccc1C)N(Cc1ccco1)C(=O)c1csnn1 (stereo not given)	-0.87	i
CCCn1c(SCC(=O)Nc2nc(-c3ccc(OC)cc3)cs2)nc2c1c(=O)n(C)c(=O)n2C	1.8	i
CCN1C(=O)[C@@H]2[C@H](C1=O)[C@@H]1C[C@H]3C(=O)N(CC)C(=O)[C@H]3[C@@H]3C1=C(C(=O)N1C(=O)OC(=NCC4CC4)[C@]31C)[C@@H]2C	-0.97	i
Cc1nn(CCS(=O)(=O)c2ccc(Cl)cc2)c(C)c1Br	-3	i
CCOC(=O)c1cc(-c2ccc(C)cc2)n(CCC(=O)NC(C)CC)c1C (stereo not given)	1.9	i
COc1cc(OC)c(N(C)S(=O)(=O)c2cccc(C(=O)NC3=NCCS3)c2)cc1Cl	-0.77	i
Cc1cc2c(c(=O)n1Cc1ccccn1)C(c1ccc3c(c1)OCO3)C(C#N)=C(N)O2 (stereo not given)	-1.1	i
C=CCn1c(SC2CCOC2=O)nc2sc(CC)cc2c1=O (stereo not given)	0.94	i
NS(=O)(=O)c1ccc(-c2ccc(/C=C3\SC(=S)N(C4CCS(=O)(=O)C4)C3=O)o2)cc1 (stereo not given)	-0.1	i
Cc1ccc(Cn2c(-n3nc(C)cc3C)nc3c2c(=O)[nH]c(=O)n3C)cc1	-1.9	i
COc1cc(NC(=O)Nc2ccc3c(c2)OCO3)cc(OC)c1OC	-0.02	i
CC(C)c1ccccc1NC(=O)CCc1nc2ccccc2s1	-3.9	i
CCOC(=O)c1c(S(=O)(=O)N2CCC(C)CC2)c(C)n(C)c1C	-1	i
FC(F)(F)c1cc(Oc2ccc(Cl)cc2)ncc1-c1nnc(-c2ccc(Cl)cc2)o1	-0.64	i
CCC/S(CC1CC1(Cl)Cl)=N\S(=O)(=O)c1ccc(C)cc1 (stereo not given)	-0.03	i
More entries.
SMILES	Kir21 block	KCNQ2 block
CN(C)CCCC1(O)c2ccccc2C=Cc2ccccc21	-2	i
COc1cccc(CC2(CO)CCN(C(=O)NC3CCCCC3)CC2)c1	-0.78	i
CC(=O)N1CN(C2CCS(=O)(=O)C2)Cc2c1sc1c2CCCC1 (stereo not given)	1.1	i
CN(Cc1ccccc1Cl)C(=O)c1cc2ccccc2o1	-4.1	i
COc1ccc(NC(=O)C2CCN(C(=O)c3ccccc3)CC2)cc1OC	0.13	i
CCc1cc2c(=O)c(-c3nc4ccccc4n3C)c(C)oc2c(CN2CCN(CCO)CC2)c1O	-0.62	i
O=C(NC(=S)N1CCc2ccccc21)C1CCC1	0.42	i
CC(C)(C)NS(=O)(=O)c1ccc(-c2csnn2)s1	-0.55	i
COc1ccc(N2C(=O)C3C4C=CC(C4)C3C2=O)c(OC)c1 (stereo not given)	1.2	i
CCCC(C)NC(=O)CSCc1ccc(OC)cc1 (stereo not given)	-2.3	i
Cc1cccc(OCCSc2ncnc3nc[nH]c23)c1	-1.8	i
Cc1cnnn1-c1ccc(C(=O)CCl)cc1	0.47	i
NS(=O)(=O)c1cccc(NS(=O)(=O)c2ccc(/C=C/C(=O)O)cc2)c1	1.9	i
O=C(CCNS(=O)(=O)c1ccccc1F)NCc1ccc2c(c1)OCO2	-1.8	i
O=C(NCc1ccccn1)c1cc2ccccn2n1	0.01	i
CC(C)Cc1cc(C(=O)O)c2ccccc2n1	-1.4	i
COc1ccc(NC(=O)Cn2c(=O)oc3ccccc32)cc1	0.84	i
CCn1ccnc1[C@@H]1C[C@H]2CN(Cc3ccccc3OC)C(=O)[C@]23CCCN13	-0.81	i
COc1cc([N+](=O)[O-])cc(/C=N/NC(=O)C(C)Nc2ccccc2C)c1O (stereo not given)	0.13	i
COc1ccc(-n2c(C)cc(C(=O)CCl)c2C)cc1	-1.3	i
CC(=O)c1cccc(NC(=O)c2c(C)nn(-c3ccccc3)c2Cl)c1	0.28	i
Cc1ccc(O)c(NC(=O)C2CC(c3ccc(F)cc3)=NO2)c1 (stereo not given)	-0.11	i
CN(CC(=O)Nc1ccc(Cl)cc1)C(=O)CCC1CCCC1	0.07	i
Cc1ccccc1-n1c(=O)c2ccccc2n(CC(=O)NCc2ccco2)c1=O	-0.33	i
Cc1n[nH]c(=O)c2ccccc12	1.2	i
(listing goes on)
SMILES	Kir21 block	KCNQ2 block
N#C/C(=C/c1ccc(F)cc1)S(=O)(=O)c1ccccc1	-0.98	i
COc1ccc(NC(=O)c2cccc(C(=O)Nc3ccc(OC)cc3)n2)cc1	0	i
Cc1ccc(C)c(SCC(=O)OCC(=O)N2CC(C)OC(C)C2)c1 (stereo not given)	-0.53	i
CCC1=Nc2cc(C(=O)NCCN3CCOCC3)ccc2Sc2ccc(Br)cc21	0.67	i
CN(Cc1ccccc1)C1(CNC(=O)CCC(F)(F)F)Cc2ccccc2C1	0.05	i
CCOc1ccc(N2C(=O)c3cccnc3C2Nc2ccc(C)c(C)c2)cc1 (stereo not given)	-0.02	i
CN(c1ccccc1)S(=O)(=O)c1ccc(Cl)c(C(=O)OCC(=O)N2CCOCC2)c1	0.99	i
CC(C)n1cnnc1SCC(=O)Nc1ccc(Br)cc1F	0.08	i
COc1ccccc1CC(=O)N(CCC1=CCCCC1)c1c(N)n(Cc2ccccc2)c(=O)[nH]c1=O	0.21	i
O=C(Nc1nnc(-c2cccs2)o1)c1cccc(F)c1	0.53	i
O=C(Cc1ccccc1)Nn1c(O)c(/C=C2\C=Nc3ccccc32)sc1=S	0.04	i
COCCCNC(=O)COc1ccc(-c2nccc(-c3ccccn3)n2)cc1	-0.05	i
CCC(=O)N(Cc1cc2c(C)ccc(C)c2[nH]c1=O)C1CCCCC1	-1.8	i
CC1CCCN(CCCNC(=O)c2ccc(NC(=O)C3=CSCCO3)cc2)C1 (stereo not given)	1.3	i
CCN(CC)c1ccc(/C=N/NC(=O)C(O)(c2ccccc2)c2ccccc2)o1	-0.29	i
CCN(CC)c1ccc(C(=O)N/N=C(\C)c2ccc(OC)c(OC)c2)cc1	1.4	i
N#CCCN1CCN(S(=O)(=O)c2ccc(S(=O)(=O)N3CCCC3)cc2)CC1	-1.6	i

In the list so far, 13 have a thiophene ring, fused or not.
SMILES	Kir21 block	KCNQ2 block
CCOC(=O)c1c(NC(=O)c2c(C(=O)O)cccc2[N+](=O)[O-])sc(C)c1C	-0.22	i
Cc1ccc(-c2csc(NC(=O)c3ccccc3F)c2C(=O)O)cc1	1.2	i
Fc1ccc(N2N=C(c3cccs3)CC2c2ccccc2)cc1 (stereo not given)	-0.32	i
O=C(NCc1nnc2c(C(F)(F)F)cc(Cl)cn12)c1cccs1	-0.04	i
Cc1ccc(NC(=O)CSc2nc3ccccc3c(=O)n2Cc2cccs2)cc1	-0.95	i
O=C(CSc1nc2ccsc2c(=O)n1NC(=O)c1ccccc1)Nc1nccs1	0	i
CC1=C(C(=O)OCC2CCCO2)C(c2ccsc2)C2=C(CCCC2=O)N1 (stereo not given)	0.44	i
COc1cc(N)c(Cl)cc1C(=O)OCC(=O)c1cccs1	0.09	i
CCC(C)(C)NC(=O)C(c1sccc1C)N(Cc1ccco1)C(=O)c1csnn1 (stereo not given)	-0.87	i
C=CCn1c(SC2CCOC2=O)nc2sc(CC)cc2c1=O (stereo not given)	0.94	i
CC(=O)N1CN(C2CCS(=O)(=O)C2)Cc2c1sc1c2CCCC1 (stereo not given)	1.1	i
CC(C)(C)NS(=O)(=O)c1ccc(-c2csnn2)s1	-0.55	i
O=C(Nc1nnc(-c2cccs2)o1)c1cccc(F)c1	0.53	i
